MRP1 act: MRP-1 activation; H69AR cells + doxorubicin, viability rescue, CellTiter-Glo; viability increase, % at 10 µM; hit rate 0.61% among 140,000;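 active = viability gain under doxorubicin at or above a set limit, the compound median plus 3 SD, cut at about 4.7% in these data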;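 note: MRP-1 overexpressing cells given doxorubicin 25 µM after compound pretreatment; 18-22 h compound pretreatment then 72 h with doxorubicin before readout; 0% = doxorubicin-only wells and 100% = vehicle-treated cells without doxorubicin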
Phagocyt inh: blocks phagocytosis by macrophages. hit rate 0.07% among 110,000. J774A.1 macrophage IgG-bead phagocytosis, imaging. inhibition, % at 5 µM;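 active = inhibition above the mean of the plate negative controls plus 5 SD, cut at about 13% in these data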;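 note: phagocytic index as fraction of beads internalized from green versus red external bead signal; plate controls were DMSO negative control for no effect and cytochalasin-D positive control for full effect; some results beyond the cut were filed as inactive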
E-sel TNF inh: TNF alpha driven E-selectin expression inhibition; AID 1246; HUVEC TNFa-induced E-selectin immunofluorescence, high content; hit rate 0.71% among 120,000; inhibition, % at 2 µM;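 active = inhibition above the batch mean plus 3 SD, and confirmed as a hit on visual image review, cut at about 43% in these data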;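 note: 0% = TNF-stimulated DMSO wells and 100% = unstimulated control wells; not every result past the cut was called active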
GALR2 antag: blocks the human galanin receptor 2; AID 828; hit rate 0.39% among 140,000; O43603; inhibition, % at 4 µM; GALR2-expressing cells, antagonist mode; in the data active = inhibition above about 27%;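 note: cells stimulated with galanin 1-16 at roughly its EC80; 0% = agonist challenge control and 100% = basal control without agonist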
Target sequence (O43603 whole entry, looked up): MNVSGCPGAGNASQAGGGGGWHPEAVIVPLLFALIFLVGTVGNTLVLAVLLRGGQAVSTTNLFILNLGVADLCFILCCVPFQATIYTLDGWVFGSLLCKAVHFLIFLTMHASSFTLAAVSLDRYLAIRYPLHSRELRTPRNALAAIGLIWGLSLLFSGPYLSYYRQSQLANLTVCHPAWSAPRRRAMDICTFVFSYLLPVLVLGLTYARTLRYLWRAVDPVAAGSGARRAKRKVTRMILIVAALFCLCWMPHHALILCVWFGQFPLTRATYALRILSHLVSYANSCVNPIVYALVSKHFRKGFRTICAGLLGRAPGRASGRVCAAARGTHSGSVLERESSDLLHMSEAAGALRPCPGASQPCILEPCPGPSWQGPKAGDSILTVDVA
HCT116 PTEN-null: growth suppressors of cells with PTEN tumor suppressor deletion; AID 827; viability, % at 10 µM; hit rate 1.2% among 140,000; HCT116 PTEN-null viability, CellTiter-Glo, 60 h; active compounds read low;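 active = viability at or below a set limit, 4 SD under the median of all tested compounds, cut at about 3.7% in these data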;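 note: PTEN knockout HCT116 line with beta catenin targeted HCT116 as companion control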
HCT116 bCat-KO: beta-catenin-lacking colon tumor cell growth suppression; hit rate 1.5% among 140,000; HCT116 beta-catenin knockout viability, CellTiter-Glo, 60 h; active compounds read low; viability, % at 10 µM;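 active = viability at or under a set limit, the compound median less 4 SD, cut at about 6% in these data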;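 note: 0% = Hyamine 1622 control at 20 µM and 100% = untreated cell control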
NPY-Y2 antag: blocks the human neuropeptide Y Y2 receptor | P49146 | NPY-Y2 expressing cells, antagonist mode | inhibition, % at 2.7 µM | hit rate 0.99% among 140,000; in the data active = inhibition above about 17%;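 note: 0% = vehicle with agonist challenge and 100% = reference antagonist with challenge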
Target sequence (P49146 whole entry, looked up): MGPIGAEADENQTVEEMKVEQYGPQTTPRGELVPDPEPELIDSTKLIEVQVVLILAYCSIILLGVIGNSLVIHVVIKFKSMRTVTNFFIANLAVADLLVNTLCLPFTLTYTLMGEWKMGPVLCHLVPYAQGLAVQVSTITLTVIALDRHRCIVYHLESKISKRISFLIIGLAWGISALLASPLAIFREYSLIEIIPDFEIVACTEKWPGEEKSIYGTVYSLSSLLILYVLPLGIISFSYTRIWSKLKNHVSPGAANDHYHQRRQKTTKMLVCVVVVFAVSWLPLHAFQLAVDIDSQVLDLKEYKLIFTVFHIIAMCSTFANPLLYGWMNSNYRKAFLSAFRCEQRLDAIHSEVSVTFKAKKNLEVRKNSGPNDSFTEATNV
Yeast life ext: extends the lifespan of yeast; hit rate 0.68% among 130,000; inhibition of the nicotinamide effect, % at 10 µM; S. cerevisiae growth with nicotinamide, OD615; deaD strain in restrictive glucose medium;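 active = inhibition above a set limit, placed 3 SD over the median of all compounds, cut at about 26% in these data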;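 note: 0% = nicotinamide-treated wells and 100% = cells grown without nicotinamide; some compounds called inactive have numbers as strong as hits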
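assay system = DeaD-strain S. cerevisiae | buffer or medium = restrictive glucose medium | reagent = 1.5 mM nicotinamide | compound = 10 µM single point, 0.25% DMSO | incubation = 48 h compound exposure at 30 °C, humidified | signal = OD615 measurement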
Measles CPE: protection of cells from measles virus. Measles virus-infected cells, CPE protection, absorbance. protection (pct of control), % at 4 µM. hit rate 1.5% among 140,000. AID 841; in the data active = protection mostly above about 24%, no sharp cut-off; inactive = mostly below about 26%; note: some compounds called inactive have numbers as strong as hits
Yeast growth inh: reduces growth of yeast BB579 in restrictive medium; S. cerevisiae BB579 growth, OD615, 48 h; inhibition, % at 10 µM; hit rate 0.51% among 140,000;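 active = inhibition above a set limit, 3 SD over the mean compound inhibition, cut at about 44% in these data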; note: inactives centre near -24
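test system = yeast BB579 (DeaD) | buffer or medium = restrictive CSMM-D medium | doses = single compound dose of 10 µM, 0.25% DMSO final | times = 4 h preincubation and 48 h exposure at 30 °C | technique = culture absorbance at 615 nm | benchmarks = amphotericin B 10 µg/mL, positive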
Active calls of the source: *; x = not tested or not shown.

SMILES	MRP1 act	Phagocyt inh	E-sel TNF inh	GALR2 antag	HCT116 PTEN-null	HCT116 bCat-KO	NPY-Y2 antag	Yeast life ext	Measles CPE	Yeast growth inh
CC1(C)Cc2c(c(N3CCOCC3)nc3sc4c(N5CCOCC5)nnnc4c23)CS1	-0.1	0	-50	-8	103	105	0	-12	3	-70
CCOC(=O)c1ccc(NS(=O)(=O)c2cc(-c3nnnn3C(C)C)ccc2OC)cc1	-2.0	0	15	-2	96	89	-3	-4	11	-26
O=C(Nc1nc(N2C(=O)c3ccccc3C2=O)n(-c2ccccc2)n1)c1ccccc1	-2.6	3	12	12	94	99	1	6	2	-7
S=c1[nH]nc(Cc2ccccc2)n1-c1cccc2ccccc12	-2.5	-3	-9	0	91	84	2	5	17	-57
Cc1cc(C)nc(Nc2nc3ccccc3[nH]2)n1	-1.5	x	-5	6	83	77	3	0	7	-28
C=CCn1c(COc2cccc3cccnc23)nnc1SCC(=O)O	-0.7	-1	5	-9	93	90	0	-15	26	-26
CCOC(=O)C1=C(C)NC(=O)NC1c1ccc(Br)s1 (stereo not given)	0.0	2	13	-10	96	98	1	-4	2	-62
CSc1nnnn1-c1cccc(O)c1	-0.7	0	2	11	89	95	0	-6	6	-11
Cc1ccccc1CS(=O)(=O)Cc1ccc(C(=O)NCCCN2CCCC2=O)o1	-1.4	-3	-24	-4	111	99	1	-9	7	-50
c1ccc(-n2cnc3cc(NCc4ccncc4)ccc32)cc1	-3.4	1	0	-3	99	109	0	-28	5	-28
CCCNC(=O)CSc1nnc(-c2ccccc2Br)n1-c1cccc(C(F)(F)F)c1	-4.1	-9	15	-4	89	80	1	-6	5	5
O=C1CC(N2CCN(C/C=C/c3ccccc3)CC2)C(=O)N1CCc1ccccc1 (stereo not given)	0.3	-1	x	11	75	62	5	-2	8	-8
Cc1cc(C)cc(OCC(O)CN2C(=O)NC(C)(C)C2=O)c1 (stereo not given)	-1.3	0	x	-27	107	91	4	-8	9	-4
Cc1cc(NC(=O)CSc2ncnc3ccccc23)no1	-1.1	0	2	12	107	91	1	-7	8	-6
c1ccc(Nc2nc3ccccc3n3cnnc23)cc1	-1.3	x	87*	8	90	85	0	-20	3	-22
CCOC(=O)N1CCN(C2CC(=O)N(c3ccccc3)C2=O)CC1 (stereo not given)	-0.1	0	-7	4	100	98	0	11	4	-42
CC(=O)N1CCCc2cc(S(=O)(=O)N(CC(C)C)CC(C)C)ccc21	-3.8	-2	-25	-1	83	92	2	-10	22	-18
CC(=O)c1cc(-c2ccccc2)n(CC(=O)N2CCCCC2)c1C	-3.6	-1	x	-9	105	90	4	-7	20	0
N#Cc1c(NC(=O)CCCC(=O)O)sc2c1CCCCC2	-0.1	x	x	2	92	86	2	2	7	14
COc1ccc(C2=C(Nc3ccccc3)c3ccccc3C2=O)cc1	-1.3	-6	x	7	79	87	-2	1	2	-27
N#CC1=C2N=C(N)c3ccccc3N2C2=C(C(=O)CCC2)C1c1ccc(Cl)cc1 (stereo not given)	-4.6	x	1	19	36	55	-1	3	4	-36
CCOC(=O)CCCNC(=O)CCNC(=O)c1ccc(OCC)cc1	-1.4	-2	-33	-4	89	89	0	-17	1	-45
CC1C(=NO)C(C)C(c2ccc(N(C)C)cc2)NC1c1ccc(N(C)C)cc1 (stereo not given)	1.1	x	-16	-2	84	96	-2	-1	14	-87
Cc1noc(C)c1COc1cccc(C(=O)NCc2ccccc2Cl)c1	0.0	0	11	-19	81	93	4	-9	5	-13
CCOc1ccc(OCC(O)CNC2CCN(Cc3ccccc3)CC2)cc1 (stereo not given)	-3.1	3	x	-3	70	60	19*	1	20	-31
COc1ccc(-n2cc(-c3ccccc3)c3c(=O)[nH]cnc32)cc1	-1.9	-3	-2	-4	77	86	2	-3	11	-48
Cc1ccc(Cl)cc1N1CCN(S(=O)(=O)c2ccc3c(c2)oc(=O)n3C)CC1	-1.3	2	1	3	75	73	5	-2	9	-14
Cn1c(N)c(C(=O)COC(=O)c2cc(C(F)(F)F)nc3ccccc23)c(=O)n(C)c1=O	-1.8	x	-20	2	92	100	-1	-7	6	-1
N#Cc1c(N)nc2c(c1-c1cccnc1)CCCCC2	-1.7	0	1	0	96	96	0	-8	3	-6
CC(=O)N1CCN(S(=O)(=O)c2cccc(C(=O)NC3CCCc4ccccc43)c2)CC1 (stereo not given)	-3.4	x	-4	6	80	73	1	-26	17	-46
O=C(C1COc2ccccc2O1)N1CCN(Cc2ccc3c(c2)OCO3)CC1 (stereo not given)	-0.4	0	x	10	88	81	6	1	10	-53
O=C(COc1ccccc1)NCC(=O)Nc1cccc2ccccc12	-0.1	-2	x	-10	90	86	2	-4	4	-25
COc1ccc2nc(NC(=O)C3CCCN3S(=O)(=O)c3ccc(C)cc3)sc2c1 (stereo not given)	0.8	2	-15	-3	35	29	0	-11	0	-3
CCOc1ccc(-n2c(C)cc(C(=O)NS(=O)(=O)c3ccc(C)cc3)c2C)cc1	0.0	-1	-6	6	96	89	2	6	7	-33
O=C(COC(=O)Cc1ccsc1)Nc1ccc(Cl)c(S(=O)(=O)N2CCOCC2)c1	-0.7	-2	x	4	87	91	0	5	13	-18
O=C(O)C1CC(=O)N(c2ccc(F)cc2)C1 (stereo not given)	0.2	-1	-21	-3	103	101	0	-5	7	-34
CCN(CC)S(=O)(=O)c1cc(C(=O)Nc2cccnc2)ccc1Cl	-0.5	0	5	-12	90	85	3	-6	25	-23
COc1ccc2nc(SCC(=O)N3CCN(c4ccc(F)cc4)CC3)c(C#N)cc2c1	-4.6	x	6	7	76	73	1	x	31	-43
COC(=O)Nc1ccc(S(=O)(=O)N2CCC(Cc3ccccc3)CC2)cc1	-1.9	-1	-10	0	82	87	1	-13	25	-10
COc1cccc(-c2nc(-c3ccccn3)no2)c1	-3.6	x	1	2	43	58	-1	-19	1	-13
COc1ccc(S(=O)(=O)Nc2cccc(/C=C/C(=O)O)c2)cc1	0.4	-3	26	-1	100	100	4	0	4	-25
COc1ccc(C(C(=O)NC2CCCCC2)N2CCC3(CC2)OCCO3)cc1 (stereo not given)	0.1	x	-29	-7	97	90	4	-4	28	-18
COC(=O)c1sc(S(=O)(=O)N2CCC(C)CC2)c(C(=O)OC)c1C	-0.9	-1	x	14	96	94	2	-3	11	-14
CCOc1ccccc1N/C(=C(/C(Cl)=C(Cl)Cl)[N+](=O)[O-])n1cncn1	-1.0	-1	2	6	89	99	2	-16	27	-38
Nc1cccc(-c2cn3cc(C(F)(F)F)cc(Cl)c3n2)c1	-2.2	-1	x	17	95	89	1	-16	4	-19
Nc1nc(SCC(=O)Nc2ccccc2)[nH]c(=O)c1-c1ccccc1	-0.7	-1	-6	3	98	90	1	-4	3	2
CCCOc1ccc2c3c(c(=O)oc2c1OCCC)CCC3	-0.2	1	x	-1	85	91	9	-15	9	-81
O=C1CC(Cc2ccccc2)C(=O)N1Cc1ccco1 (stereo not given)	-2.5	x	0	-4	98	92	1	-14	8	-40
CCC(C)(C)n1nnnc1CN1CCC(NC(=O)c2ccccc2C)CC1	-0.9	x	-27	-5	92	93	1	x	13	-38
O=C(O)Cn1nc2ccccc2n1	0.5	-1	-3	-12	104	94	5	-8	27	-14
COC(=O)C1=C(C)NC(C)=C(C(=O)OC)C1c1ccccn1	1.0	-1	-1	4	100	101	1	-3	2	-43
CCOC(=O)CCCSc1nc(-c2ccc3c(c2)OCO3)cc(C(F)(F)F)c1C#N	-1.9	-8	x	0	85	94	2	5	11	-45
O=S(=O)(c1ccc(S(=O)(=O)N(Cc2cccs2)CC2CCCO2)cc1)N1CCCCC1 (stereo not given)	-1.4	-2	x	0	88	91	-1	-7	9	-50
O=c1ccc(Cc2ccccn2)n[nH]1	-0.7	x	9	-15	108	104	3	-5	37	-17
O=C(NCCCn1ccnc1)c1cc2cc([N+](=O)[O-])ccc2oc1=O	-1.3	-4	5	-8	102	90	0	5	6	-27
COc1ccc(CCNC(=O)CSc2nnc(Cc3csc(N)n3)n2C)cc1OC	0.8	-1	-5	9	106	95	2	-9	16	-25

Shown field by field: part of the list above.
SMILES: CCOC(=O)CCCSc1nc(-c2ccc3c(c2)OCO3)cc(C(F)(F)F)c1C#N
  MRP1 act: -1.9 | Phagocyt inh: -8 | E-sel TNF inh: x | GALR2 antag: 0 | HCT116 PTEN-null: 85 | HCT116 bCat-KO: 94 | NPY-Y2 antag: 2 | Yeast life ext: 5 | Measles CPE: 11 | Yeast growth inh: -45

SMILES: O=S(=O)(c1ccc(S(=O)(=O)N(Cc2cccs2)CC2CCCO2)cc1)N1CCCCC1 (stereo not given)
  MRP1 act: -1.4 | Phagocyt inh: -2 | E-sel TNF inh: x | GALR2 antag: 0 | HCT116 PTEN-null: 88 | HCT116 bCat-KO: 91 | NPY-Y2 antag: -1 | Yeast life ext: -7 | Measles CPE: 9 | Yeast growth inh: -50

SMILES: O=c1ccc(Cc2ccccn2)n[nH]1
  MRP1 act: -0.7 | Phagocyt inh: x | E-sel TNF inh: 9 | GALR2 antag: -15 | HCT116 PTEN-null: 108 | HCT116 bCat-KO: 104 | NPY-Y2 antag: 3 | Yeast life ext: -5 | Measles CPE: 37 | Yeast growth inh: -17

Compound activity deposited in PubChem BioAssay by several laboratories.

Hits appear at their usual frequency; 6.3% or so of the library scored in one or more.
